T cruzi HTS: intracellular Trypanosoma cruzi inhibition; intracellular Trypanosoma cruzi in host cells, plate reader; activity score (inhibition), % at 5.01 µM; hit rate 4.9% among 22,000; in the data active = activity score above about 55%; inconclusive = no clear call, values can overlap the other calls;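 also: parasites and compound incubated about four days before reading; 0% = median of neutral control wells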
INS-1E ATP HTS: INS-1E beta cell protection from cytokine death; INS-1E cytokine-induced death, ATP luminescence, 48 h; normalised: neutral wells 0, positive control 100; protection from cytokine-induced ATP loss, % at 10 µM; hit rate 0.1% among 20,000;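 active = mean replicate protection from cytokine-induced ATP loss at least 50% and at least 75% of replicates each reaching 50%; inconclusive = meets only one of the two criteria, mean or replicate share; inactive = fails both the mean and replicate share criteria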
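Assay system: INS-1E rat cells / Quantity: 8000 cells per well / Medium: RPMI without phenol red, 5% FBS / Probe or stimulus: three-cytokine cocktail (IFN-γ, TNF-α, IL-1β) / Dosing: one compound concentration, pin transfer / Timing: 48 h co-treatment, 10 min post-lysis read / Technique: CellTiter-Glo luminescence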
* marks the source's active call; other numbers are inactive results; ? = inconclusive; nt = not tested or not shown.

SMILES	T cruzi HTS	INS-1E ATP HTS
Cc1ccc(S(=O)(=O)N(C)C[C@H]2Oc3ccc(NS(=O)(=O)c4ccc(F)cc4)cc3C(=O)N([C@@H](C)CO)C[C@@H]2C)cc1	14.7	5.2
C[C@H]1CN([C@@H](C)CO)C(=O)c2cc(NC(=O)CCCCCC(=O)Nc3ccccc3N)ccc2O[C@H]1CN(C)CC1CCCCC1	6.6	-16.3
COc1ccc(NC(=O)N(C)C[C@H]2Oc3ccc(NC(=O)CCN4CCOCC4)cc3C(=O)N([C@@H](C)CO)C[C@@H]2C)cc1	-35.5	0.4
COc1ccc(S(=O)(=O)N(C)C[C@@H]2Oc3c(NC(=O)c4cnccn4)cccc3C(=O)N([C@H](C)CO)C[C@H]2C)cc1	-3.9	1.2
C[C@H]1CN([C@@H](C)CO)C(=O)Cc2cc(NC(=O)CCN3CCOCC3)ccc2O[C@@H]1CN(C)Cc1ccc(C(=O)Nc2ccccc2N)cc1	-2.9	-12.7
COc1ccc(NC(=O)N(C)C[C@H]2Oc3ccc(NC(=O)c4ccncc4)cc3C(=O)N([C@@H](C)CO)C[C@H]2C)cc1	-4.5	9.4
C[C@@H]1CN([C@H](C)CO)C(=O)c2cccc(NC(=O)Nc3ccccc3)c2O[C@@H]1CN(C)S(C)(=O)=O	-12.8	3.8
COc1ccc(S(=O)(=O)N(C)C[C@H]2OCCCC[C@@H](C)Oc3ccc(NC(=O)C4CCCCC4)cc3C(=O)N([C@H](C)CO)C[C@@H]2C)cc1	4.4	6.3
C[C@H]1CN([C@@H](C)CO)C(=O)Cc2cc(NS(=O)(=O)c3ccc(F)cc3)ccc2O[C@@H]1CN(C)C(=O)Nc1ccc(F)cc1	-7.9	6.8
C[C@@H]1CCCCO[C@H](CN(C)Cc2ccc(Cl)c(Cl)c2)[C@@H](C)CN([C@H](C)CO)C(=O)c2cc(NS(=O)(=O)c3cn(C)cn3)ccc2O1	-19.9	-4.3
Cc1noc(C)c1NC(=O)Nc1ccc2c(c1)C(=O)N([C@@H](C)CO)C[C@@H](C)[C@H](CN(C)C(=O)NC(C)C)O2	0.0	nt
COc1ccc(S(=O)(=O)N(C)C[C@@H]2Oc3ccc(NC(=O)Nc4ccc(F)cc4)cc3CC(=O)N([C@H](C)CO)C[C@@H]2C)cc1	-3.8	6.4
Cc1noc(C)c1NC(=O)N(C)C[C@H]1Oc2ccc(NC(=O)Nc3ccc(F)cc3)cc2C(=O)N([C@H](C)CO)C[C@@H]1C	-18.8	4.4
C[C@H]1CN([C@@H](C)CO)C(=O)c2cc(NC(=O)CCCN(C)C)ccc2O[C@@H]1CN(C)C(=O)Nc1cccc2ccccc12	2.6	-2.3
COc1ccc(S(=O)(=O)N(C)C[C@@H]2Oc3ccc(NC(=O)Nc4cccc5ccccc45)cc3C(=O)N([C@H](C)CO)C[C@H]2C)cc1	-9.5	3.5
C[C@H](CO)N1C[C@H](C)[C@H](CN(C)Cc2ccc(-c3ccccc3)cc2)Oc2ccc(NC(=O)C3CCCCC3)cc2C1=O	24.1	-30.5
C[C@H]1CN([C@@H](C)CO)C(=O)c2cc(NC(=O)c3ccncc3)ccc2O[C@@H]1CN(C)C(=O)Nc1ccc2c(c1)OCO2	-8.2	5.9
Cc1ccc(CN(C)C[C@@H]2OCc3cn(nn3)CCCC(=O)N([C@H](C)CO)C[C@H]2C)cc1	-26.3	nt
C[C@H]1CN([C@@H](C)CO)C(=O)Cc2cc(NC(=O)Cc3cn(C)c4ccccc34)ccc2O[C@@H]1CN(C)C(=O)Nc1ccc(C(F)(F)F)cc1	-16.5	4.0
C[C@H](CO)N1C[C@H](C)[C@H](CN(C)Cc2ccc3c(c2)OCO3)Oc2ccc(NC(=O)C3CC3)cc2CC1=O	6.5	-0.1

The final six records of the section above open the next one.
SMILES	T cruzi HTS	INS-1E ATP HTS
COc1ccc(S(=O)(=O)N(C)C[C@@H]2Oc3ccc(NC(=O)Nc4cccc5ccccc45)cc3C(=O)N([C@H](C)CO)C[C@H]2C)cc1	-9.5	3.5
C[C@H](CO)N1C[C@H](C)[C@H](CN(C)Cc2ccc(-c3ccccc3)cc2)Oc2ccc(NC(=O)C3CCCCC3)cc2C1=O	24.1	-30.5
C[C@H]1CN([C@@H](C)CO)C(=O)c2cc(NC(=O)c3ccncc3)ccc2O[C@@H]1CN(C)C(=O)Nc1ccc2c(c1)OCO2	-8.2	5.9
Cc1ccc(CN(C)C[C@@H]2OCc3cn(nn3)CCCC(=O)N([C@H](C)CO)C[C@H]2C)cc1	-26.3	nt
C[C@H]1CN([C@@H](C)CO)C(=O)Cc2cc(NC(=O)Cc3cn(C)c4ccccc34)ccc2O[C@@H]1CN(C)C(=O)Nc1ccc(C(F)(F)F)cc1	-16.5	4.0
C[C@H](CO)N1C[C@H](C)[C@H](CN(C)Cc2ccc3c(c2)OCO3)Oc2ccc(NC(=O)C3CC3)cc2CC1=O	6.5	-0.1
C[C@H](CO)N1C[C@H](C)[C@H](CN(C)Cc2ccc3c(c2)OCO3)Oc2c(NC(=O)Nc3ccc4c(c3)OCO4)cccc2C1=O	-12.2	-6.3
COc1ccc(CN(C)C[C@H]2Oc3ccc(NS(=O)(=O)c4ccc(Cl)cc4)cc3C(=O)N([C@H](C)CO)C[C@H]2C)cc1	-2.6	-3.9
C[C@@H]1CN([C@@H](C)CO)C(=O)c2cc(NS(=O)(=O)c3ccc(F)cc3)ccc2O[C@@H]1CN(C)Cc1ccc2c(c1)OCO2	26.3	-5.8
COc1ccccc1NC(=O)N(C)C[C@H]1OCc2cnnn2CCCC(=O)N([C@H](C)CO)C[C@@H]1C	-5.5	nt
Cc1ccc(S(=O)(=O)N(C)C[C@@H]2Oc3ccc(NC(=O)CCCN(C)C)cc3C(=O)N([C@H](C)CO)C[C@H]2C)cc1	0.7	2.9
C[C@H]1CN([C@@H](C)CO)C(=O)c2cccc(NC(=O)c3ccncc3)c2O[C@@H]1CN(C)C	-16.0	7.4
Cc1noc(C)c1S(=O)(=O)Nc1ccc2c(c1)C(=O)N([C@H](C)CO)C[C@@H](C)[C@H](CN(C)S(=O)(=O)c1ccc(Cl)cc1)O2	18.2	-5.7
C[C@H](CO)N1C[C@H](C)[C@H](CN(C)C(=O)OCc2ccccc2)OCc2cn(nn2)CCCC1=O	-15.7	nt
C[C@@H]1CCCCO[C@H](CN(C)Cc2ccc(Cl)c(Cl)c2)[C@@H](C)CN([C@H](C)CO)C(=O)c2cc(NS(C)(=O)=O)ccc2O1	5.4	-0.3
C[C@@H]1CN([C@@H](C)CO)C(=O)c2cc(NC(=O)NC3CCCCC3)ccc2O[C@H]1CN(C)C(=O)NC1CCCCC1	4.5	0.8
C[C@@H]1CN([C@@H](C)CO)C(=O)Cc2cc(NC(=O)Nc3ccc(F)cc3)ccc2O[C@@H]1CN(C)C(=O)Nc1ccc(C(F)(F)F)cc1	-0.5	-9.4
C[C@H]1CN([C@@H](C)CO)C(=O)c2cccc(NC(=O)C3CC3)c2O[C@H]1CN(C)Cc1ccc2c(c1)OCO2	0.2	4.5
C[C@@H]1CN([C@H](C)CO)C(=O)Cc2cc(NS(=O)(=O)c3ccccc3)ccc2O[C@@H]1CN(C)S(=O)(=O)c1cn(C)cn1	-0.6	-3.6
COc1ccc(NC(=O)Nc2cccc3c2O[C@@H](CN(C)C(=O)Nc2cccc4ccccc24)[C@@H](C)CN([C@H](C)CO)C3=O)cc1	-1.9	-4.9
C[C@H]1CN([C@@H](C)CO)C(=O)Cc2cc(NC(=O)Cn3cnnn3)ccc2O[C@@H]1CN(C)Cc1ccc(Cl)c(Cl)c1	-21.3	14.9
C[C@@H]1CCCCO[C@@H](CN(C)Cc2ccc(C(=O)O)cc2)[C@@H](C)CN([C@H](C)CO)C(=O)c2cc(NC(=O)Cc3ccccc3)ccc2O1	-9.9	4.6
COc1ccc(NC(=O)Nc2cccc3c2O[C@H](CN(C)S(=O)(=O)c2ccc(Cl)cc2)[C@H](C)CN([C@H](C)CO)C3=O)cc1	-8.0	-4.8
C[C@H](CO)N1C[C@H](C)[C@H](CN(C)S(=O)(=O)c2ccc(F)cc2)Oc2c(NS(=O)(=O)c3ccc(F)cc3)cccc2C1=O	61.3*	-5.0
C[C@@H]1CCCCO[C@H](CN(C)Cc2ccc(Cl)c(Cl)c2)[C@@H](C)CN([C@H](C)CO)C(=O)c2cc(NS(=O)(=O)c3ccc(Cl)cc3)ccc2O1	64.4*	-13.7
COc1cc(OC)c(/C=N/NC(=O)c2cccc(C(=O)NO)c2)c(OC)c1	15.4	-4.8

Entries of single compounds, quoted from the list. Values in the order: T cruzi HTS, INS-1E ATP HTS
`Cc1noc(C)c1S(=O)(=O)Nc1ccc2c(c1)C(=O)N([C@H](C)CO)C[C@@H](C)[C@H](CN(C)S(=O)(=O)c1ccc(Cl)cc1)O2` across the screens: 18.2, -5.7
`C[C@@H]1CN([C@@H](C)CO)C(=O)c2cc(NC(=O)NC3CCCCC3)ccc2O[C@H]1CN(C)C(=O)NC1CCCCC1` across the screens: 4.5, 0.8

(continued)
SMILES	T cruzi HTS	INS-1E ATP HTS
C[C@@H]1CN([C@H](C)CO)C(=O)c2cccc(NC(=O)Nc3ccc4c(c3)OCO4)c2O[C@H]1CN(C)Cc1ccc(C(=O)O)cc1	-21.8	6.6
C[C@@H]1CN([C@H](C)CO)C(=O)CCCn2nncc2CO[C@@H]1CN(C)S(=O)(=O)c1ccc(Oc2ccccc2)cc1	25.5	-1.8
C[C@@H]1CCCCO[C@H](CN(C)C(=O)Nc2ccc(F)cc2)[C@@H](C)CN([C@H](C)CO)C(=O)c2cc(N(C)C)ccc2O1	17.5	-2.4
Cc1noc(C)c1S(=O)(=O)Nc1ccc2c(c1)C(=O)N([C@H](C)CO)C[C@H](C)[C@H](CN(C)C(=O)Nc1ccc(F)cc1)OCCCC[C@@H](C)O2	-17.5	16.2
O=C(O)CCCCCC(=O)N/N=C/c1cn(S(=O)(=O)c2ccccc2)c2ccccc12	9.1	8.2
COc1ccc(NC(=O)N(C)C[C@H]2Oc3c(NC(=O)c4ccc(-c5nccs5)cc4)cccc3C(=O)N([C@@H](C)CO)C[C@H]2C)cc1	16.0	-4.3
C[C@H]1CN([C@@H](C)CO)C(=O)Cc2cc(NS(C)(=O)=O)ccc2O[C@@H]1CN(C)Cc1ccc(-c2ccccc2)cc1	?	14.3
COc1ccc(NC(=O)N(C)C[C@H]2Oc3ccc(NS(=O)(=O)c4cn(C)cn4)cc3C(=O)N([C@@H](C)CO)C[C@H]2C)cc1	10.9	2.8
COc1ccc(S(=O)(=O)N(C)C[C@@H]2Oc3ccc(NC(=O)NC(C)C)cc3C(=O)N([C@H](C)CO)C[C@H]2C)cc1	-10.0	-7.2
C[C@@H]1CN([C@@H](C)CO)C(=O)CCCn2cc(nn2)CO[C@H]1CN(C)Cc1ccc(Cl)c(Cl)c1	47.7	nt
C[C@@H]1CN([C@@H](C)CO)C(=O)c2cccc(NC(=O)NC3CCCCC3)c2O[C@@H]1CN(C)C	-14.1	-1.0
C[C@@H]1CN([C@@H](C)CO)C(=O)Cc2cc(NC(=O)Nc3ccc(C(F)(F)F)cc3)ccc2O[C@@H]1CN(C)C	-16.3	-14.5
C[C@H](CO)N1C[C@H](C)[C@@H](CN(C)Cc2ccc(Oc3ccccc3)cc2)Oc2ccc(NC(=O)Nc3ccc(C(F)(F)F)cc3)cc2C1=O	-4.4	-22.3
C[C@@H]1CN([C@@H](C)CO)C(=O)Cc2cc(NS(C)(=O)=O)ccc2O[C@@H]1CN(C)C(=O)Nc1ccc2c(c1)OCO2	-4.7	9.7
C[C@@H]1CCCCO[C@@H](CN(C)C(=O)Nc2ccc(C(F)(F)F)cc2)[C@@H](C)CN([C@H](C)CO)C(=O)c2cc(N(C)C)ccc2O1	23.3	-10.7
C[C@H]1CN([C@@H](C)CO)C(=O)CCCn2nncc2CO[C@H]1CN(C)C(=O)c1ccc2ccn(C)c2c1	-4.7	4.2

Bioassay records deposited in PubChem BioAssay by Broad Institute.
